miR-122 sensor: blocks miR-122 activity in Huh7 sensor cells; activation (reporter increase), % at 12.5 µM; 340,000 compounds, 0.3% hits; AID 602342; Huh7 miR-122 Renilla luciferase sensor, 48 h; neutral wells = 0, positive control = 100;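 active = mean replicate activation score at least 90 and every replicate individually at or above 90; inconclusive = only one of the two criteria met; inactive = neither criterion met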;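 note: higher luciferase means less miR-122 activity so hits act as miR-122 inhibitors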
FN deposition inh: fibronectin deposition inhibition; AH1F fibroblasts, Alexa488-fibronectin deposition fluorescence, overnight; 350,000 compounds, 0.086% hits; inhibition, % at 12.6 µM;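 active = mean inhibition across replicates of 30% or more, regardless of how many single replicates reach that level; inconclusive = mean under 30% yet at least half of replicates reach 30%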;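 note: positive control wells lacked labelled fibronectin entirely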
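test system = AH1F fibroblasts assembling fluorescent fibronectin matrix | quantity = 10000 AH1F cells per well | buffer or medium = DMEM plus 2% serum, read in PBS | doses = single dose, pinned | incubation = 1 h cell attachment, overnight exposure to compound and label | detection = fluorescence at 485 nm excitation, 525 nm emission | read-out basis = inhibition from reduced deposited-fibronectin fluorescence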
GSIS activator: GLuc luminescence reporter in INS-1E cells, primary screen for activators of glucose-dependent secretion of insulin. INS-1E GLuc reporter insulin secretion, 2-3 h. activation, % at 16.6 µM. 370,000 compounds, 0.61% hits. AID 743287;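 active = lowest replicate activation of at least 40%, so every replicate reaches that level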;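 note: 0% = median of neutral control wells and 100% = median of IBMX positive control wells; some compounds called inactive have numbers as strong as hits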
DENV2 CPE: inhibitors of DENV2 cytopathic effect. 350,000 compounds, 1.7% hits. CPE inhibition, % at 9.99 µM. DENV2-infected cells, cytopathic effect rescue, plate reader. AID 651640; in the data active = CPE inhibition above about 20%, passing the limit was not always enough; inconclusive = no clear call, values can overlap the other calls; tested in BHK-21 cells;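 note: 0% = median of neutral control wells and 100% = median of positive control wells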
F508del corr: correctors of CFTR F508del function in bronchial epithelial cells; CFBE cells, YFP halide quenching; stimulated with forskolin plus potentiator P3; % fluorescence drop versus neutral controls; activity (quench increase), % at 7.58 µM; 350,000 compounds, 0.36% hits; AID 720511;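 active = mean added fluorescence quench of at least 8% versus neutral control, with both replicates also reaching 8%; inconclusive = only one of the mean or replicate conditions met; inactive = mean below 8% and not both replicates reaching 8%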;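 note: cells transiently co-express mutant CFTR-F508del with the halide-sensitive YFP; corrector assay measuring rescue of mutant channel to the surface after 24 h compound exposure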
EWS-Fli block: blocks EWS/Fli oncoprotein-driven transcription; inhibition, % at 12.6 µM; A673 NR0B1-luciferase reporter, viability-normalised; AID 651661; 350,000 compounds, 0.67% hits;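 active = mean inhibition of at least 50% after viability correction, with every replicate also passing that limit; inconclusive = mean reaches 50% but only one of two replicates passes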;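 note: firefly luciferase signal divided by Alamar Blue viability fluorescence both relative to DMSO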
PAX8 inh HTS: PAX8 transcriptional activity inhibition; RMG-I TPO-luciferase reporter, SteadyGlo, 24 h; inhibition, % at 12.6 µM; 360,000 compounds, 1.2% hits;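 active = mean replicate inhibition at least 60% with every replicate also reaching 60%; inconclusive = only one of the two criteria is met; inactive = mean below 60% and not all replicates reaching 60%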;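 note: luciferase light reporting Pax8 driven TPO promoter activity; plate controls were median of neutral control wells for no effect and mitoxantrone controls for full effect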
* = called active by the depositor; ? = inconclusive; / = no result given; & = joins results of further samples; [ ] = remark or other dose. A portion of the library; count on the stated rates, not on these rows.

SMILES | miR-122 sensor | FN deposition inh | GSIS activator | DENV2 CPE | F508del corr | EWS-Fli block | PAX8 inh HTS
Cc1cccc(N2C(=O)NC(=O)/C(=C\C=C\c3ccco3)C2=O)c1 | / | -4 | -1 | 0 | -7.5 | 67* | 8
Cc1cccc(C)c1-n1nnnc1C(CCc1ccccc1)N1CCC2(CC1)C(=O)NCN2c1ccccc1 (stereo unspecified) | 2 | 1 | 1 | 0 | -0.1 | 21 | -5
Cc1ccc(N2C(=O)NC(=O)/C(=C/C=C/c3ccco3)C2=O)cc1 | / | -8 | -12 | / | / | / | -4
COc1cc2c(cc1OC)CN(c1ccc([N+](=O)[O-])c(C(F)(F)F)c1)CC2 | / | 6 | -26 | -3 | / | 1 | 5
COC(=O)[C@H]1[C@H](CO)[C@H]2Cn3c(ccc(C4=CCCC4)c3=O)[C@@H]1N2C(=O)CC1CC1 | 2[16.7 µM] | / | -2 | 1 | 1.2 | -2 | /
N[C@@]1(C(=O)O)CC[C@@H](C(=O)O)C1 | -1 | 9 | 4 | 4 | -3.0 | -1 | 6
O=C1CC=C2C3CC4N(CCC45c4ccccc4N1C25)CC3=CCO (stereo unspecified) | / | 3 | -3 | -1 | 3.4 | -1 | 9
O=C(c1ccc2c(c1)N(Cc1ccc(F)cc1)CCS2)N1CCC2(CC1)OCCO2 | / | 13 | 6 | 13 | -2.9 | -2 | 0
N#Cc1cccc(-c2ccc([C@H]3[C@@H](CO)N4CCCCN(C(=O)Cc5ccncc5)C[C@@H]34)cc2)c1 | 6[16.7 µM] | / | 11 | -10 | -2.6 | / | 14
COc1ccccc1N1CCN(Cc2cnc(-c3ccccc3)[nH]2)CC1 | / | -4 | 19 | 4 | 0.1 | 2 | -25
CCc1ccc(NC(=O)C(C)OC(=O)c2c(C)nn(Cc3ccccc3)c2Cl)cc1 (stereo unspecified) | 4 | -8 | 7 | 11 | -1.8 | 4 | 11
c1ccc(C2(N3CCCCC3)CCCCC2)cc1 | -3 | / | 39 | 14 | 1.3 | 4 | /
Clc1ccc2c(c1)C(OC1CN3CCC1CC3)c1ccccc1CS2 (stereo unspecified) | -1 | 7 | -16 | ? | -2.6 | 18 | 49
CC1(C)CN=C(Nc2ccc(F)c(F)c2)S1 | -7 | -14 | / | -3 | -5.2 | -1 | -29
CCC(CO)NC(=O)C1C=C2c3cccc4[nH]cc(c34)CC2N(C)C1 (stereo unspecified) | -3 | 1 | -4 | -4 | -1.3 | -13 | 1
O=C(Cc1ccccn1)N1CCCCN2[C@@H](CO)[C@@H](c3ccc(-c4ccc(F)cc4)cc3)[C@@H]2C1 | 17[16.7 µM] | / | -3 | 19 | 3.9 | 6 | 89*
CN1C[C@H](CO)C[C@@H]2c3cccc4[nH]cc(c34)C[C@H]21 | -8 | 5 | -2 | -2 | / | -4 | -5
CCOC(=O)[C@@H]1[C@@H]2NC(=O)N[C@@]1(C)Oc1ccccc12 | / | / | / | -1&-16 | -0.6&-2.0 | -1&-2 | -6&9
C[C@H]1CN([C@@H](C)CO)C(=O)CCCn2cc(nn2)CO[C@@H]1CN(C)C(=O)Oc1cccc2ccccc12 | -3[16.7 µM] | -5&0 | 0&6 | 0&-6 | 2.7&-0.2 | 3&-2 | 5&-15
CC[C@H](C)[C@@H](C(=O)N1CCCC1c1nccs1)N(C)C(=O)[C@H](CC(C)C)N(C)C(=O)[C@H](Cc1ccc(OC)cc1)N(C)C(=O)/C=C(\C)OC (stereo partly specified) | -10 | 1 | / | 10 | -2.4 | -3 | 12
CC[n+]1c(SC)ccc2cc(OC)ccc21 | / | 3 | -6 | / | / | / | -43
O=C(O)[C@@H]1[C@@H](CO)[C@@H]2Cn3c(ccc(-c4ccncc4)c3=O)[C@H]1N2C(=O)C1CC1 | / | / | 4 | / | / | 0 | 2
O=C(Cn1cc(C(=O)c2ccccc2F)c2ccccc21)NC1CC1 | / | / | 0 | -1 | -0.2 | 2 | 18
CN1c2ccc([N+](=O)[O-])cc2CC2(C(=O)NC(=O)NC2=O)C1c1ccccc1 (stereo unspecified) | / | -5 | 3 | 5 | / | -7 | 3
O=c1[nH]c2ccccc2c(=O)n1-c1cccc(Cl)c1 | 5 | 8 | / | / | / | / | -27

Looked up one by one from the list above:
SMILES | miR-122 sensor | FN deposition inh | GSIS activator | DENV2 CPE | F508del corr | EWS-Fli block | PAX8 inh HTS
Cc1cccc(C)c1-n1nnnc1C(CCc1ccccc1)N1CCC2(CC1)C(=O)NCN2c1ccccc1 (stereo unspecified) | 2 | 1 | 1 | 0 | -0.1 | 21 | -5
O=C(Cc1ccccn1)N1CCCCN2[C@@H](CO)[C@@H](c3ccc(-c4ccc(F)cc4)cc3)[C@@H]2C1 | 17[16.7 µM] | / | -3 | 19 | 3.9 | 6 | 89*
Cc1cccc(N2C(=O)NC(=O)/C(=C\C=C\c3ccco3)C2=O)c1 | / | -4 | -1 | 0 | -7.5 | 67* | 8

Further entries:
SMILES | miR-122 sensor | FN deposition inh | GSIS activator | DENV2 CPE | F508del corr | EWS-Fli block | PAX8 inh HTS
CC(=O)OCC[N+](C)(C)C | 1&3&-15 | -5&-11&-9&1 | -4 | -4&-6&1 | -2.1&-2.5&1.5 | 0&2&3 | -11&-1&-12
O=C(Nc1ccc(Cl)cc1)N1CC2CC(C1)c1cccc(=O)n1C2 (stereo unspecified) | / | -4 | -1 | -9 | 0.9 | -45 | -41
CCCC#Cc1ccc([C@H]2[C@H](CO)N3CCCCN(C(=O)Cc4ccccn4)C[C@@H]23)cc1 | 4[16.7 µM] | / | -5 | 0 | -2.5 | -6 | -5
COc1ccc(-c2nn(CCC#N)cc2C(=O)Nc2ccc(C(C)=O)cc2)cc1 | -4 | 5 | -8 | -5 | 0.4 | -10 | -14
Cc1ccccc1C(=O)N1Cc2cnnn2-c2ccccc2C1C#N (stereo unspecified) | -2 | -15 | 14 | -6 | -2.8 | -2 | -2
Cc1cccc(CN2CCN(C(=O)Cc3ccccc3)CC2)c1 | / | -10 | 7 | 4 | -0.4 | -7 | 10
CCOC(=O)C1=C(N)OC(C)=C(C(=O)OCCOC)C12C(=O)Nc1ccccc12 (stereo unspecified) | 8 | 10 | 24 | / | / | / | 10
C[C@]12CCCCC1=CC(=O)C1C2CC[C@@]2(C)C1C[C@@H](F)[C@@H]2O (stereo partly specified) | -9 | -7 | / | -4 | -1.4 | 3 | -3
COc1ccc(/C=C/C(=O)NC(=S)N2C[C@H]3C[C@H](C2)c2cccc(=O)n2C3)cc1OC | -2 | / | / | -5 | 2.8 | -10 | /
Cc1nn(Cc2c(Cl)cccc2Cl)c(Cl)c1C(=O)O | -3 | / | -1 | -3 | -2.1 | -7 | 14
O=Cc1c(C(=O)O)n(Cc2ccc(Cl)cc2)c2ccccc12 | / | 1 | -10 | / | / | / | 5
O=c1c2cc(Cl)cc(Cl)c2nc(CN2CCOCC2)n1-c1ccccc1F | 3 | 7 | / | / | / | / | 21
Cc1ccnc(-n2c(C)cc(C=C3C(=O)N(C)C(=S)N(C)C3=O)c2C)c1 | 5 | -3 | / | / | / | / | 1
Cc1ccc(N)c(C(=O)c2ccc(Br)cc2)c1 | / | 15 | 29 | 5 | 0.0 | 1 | 4
COC(=O)C1=C(c2ccc(-c3ccccc3)c(F)c2)C[C@@H]2CC[C@H]1N2C(=O)NCc1cc(C)oc1C(F)(F)F | / | -1 | / | 1 | -1.8 | 9 | 6
COP(=S)(OC)SCn1nnc2ccccc2c1=O | -13 | 2 | -11 | -11 | 3.6 | 3 | 7
C/C(=N\Nc1ccccc1)c1c(O)n(C)c(=O)n(C)c1=O | -2 | -1 | 10 | / | / | -1 | 11
CC1=C2C[C@H]3[C@@H](CC=C4C[C@@H](O)CC[C@@]43C)[C@@H]2CC[C@]12O[C@@H]1C[C@H](C)CN[C@@H]1C2C (stereo partly specified) | / | / | / | -13 | -2.4 | 5 | 2
COC(=O)[C@@H]1[C@@H](CO)[C@@H]2Cn3c(ccc(C4=CCCCC4)c3=O)[C@H]1N2C(=O)NC(C)C | -3[16.7 µM] | / | 8 | -10 | -3.1 | 11 | -5
COc1ccc(C(=O)N2CCCC2=O)cc1 | -4 | 1&-3 | 4 | -6 | 3.1 | -4 | -3
CC(C)OCC(O)CN1CC2C[C@@H](C1)Cn1c2cccc1=O (stereo partly specified) | 4 | -2 | -8 | -3 | -1.9 | -11 | -3
C[C@]12CCC3C(CC[C@H]4C[C@@H](O)CC[C@]34C)C1C[C@@H](O)[C@H]2O (stereo partly specified) | -7 | 10 | / | 4 | 1.2 | 1 | -9
C[N+]1(C)CCc2cc3c(cc2[C@H]1[C@@H]1OC(=O)c2c1ccc1c2OCO1)OCO3 | -7&1 | 8&-2 | -2 | 2&8 | 2.2&-2.1 | 4&-5 | -7&-11
Cc1[nH]c2ccc(OC(F)(F)F)cc2c1CCNCc1ccc(Cl)cc1 | / | 30 | 214* | -5 | 0.9 | 12 | 30
CCN(CC)CCN1Cc2ccccc2C1=N | -7 | -4 | -8 | / | / | / | -3

Gathered by group, the entries above with a furan ring, fused or not
SMILES | miR-122 sensor | FN deposition inh | GSIS activator | DENV2 CPE | F508del corr | EWS-Fli block | PAX8 inh HTS
Cc1cccc(N2C(=O)NC(=O)/C(=C\C=C\c3ccco3)C2=O)c1 | / | -4 | -1 | 0 | -7.5 | 67* | 8
Cc1ccc(N2C(=O)NC(=O)/C(=C/C=C/c3ccco3)C2=O)cc1 | / | -8 | -12 | / | / | / | -4
COC(=O)C1=C(c2ccc(-c3ccccc3)c(F)c2)C[C@@H]2CC[C@H]1N2C(=O)NCc1cc(C)oc1C(F)(F)F | / | -1 | / | 1 | -1.8 | 9 | 6

(listing goes on)
SMILES | miR-122 sensor | FN deposition inh | GSIS activator | DENV2 CPE | F508del corr | EWS-Fli block | PAX8 inh HTS
Cc1ccc(S(=O)(=O)NC(Cc2cnc[nH]2)C(=O)O)cc1 (stereo unspecified) | / | 3 | 5 | -3 | / | 3 | -2
O=c1c2ccc(Cl)cc2[nH]c(=S)n1-c1cccnc1 | / | 3 | 1 | -6 | -3.6 | 6 | -9
N#Cc1cccc(-c2ccc([C@@H]3[C@H](CO)N4CCCCN(C(=O)Cc5ccncc5)C[C@@H]34)cc2)c1 | 7[16.7 µM] | / | 25 | 1 | -2.2 | / | 7
CCCCn1c(=O)c(C(=O)NCc2ccccc2Cl)c(O)c2ccccc21 | / | 14 | 0 | -12 | 1.9 | 15 | 9
CC(=NCCCn1ccnc1)c1c(O)n(-c2ccccc2)c(=O)[nH]c1=O | / | -6 | / | -11 | 1.3 | 2 | -4
O=P(NC1CCCCC1)(Oc1ccccc1)Oc1ccccc1 | 8 | 2 | / | 1 | 1.9 | 2 | -9
C[N+](C)(C)CC(=O)O | 5 | -13 | 11 | -1 | 1.7 | -7 | -2
COc1cccc(C2(O)CCN(Cc3ccncc3)CC2)c1 | / | 9 | 0 | / | -3.3 | 1 | -2
Cc1cc(C(=O)OC(C)C(=O)Nc2ccccc2)c(C)n1C1CC1 (stereo unspecified) | 10 | 3 | -10 | ? | 1.3 | -4 | 8
CCOC(=O)c1cncn1C(C)c1ccccc1 (stereo unspecified) | 0 | 0 | 8 | 1 | -0.9 | 4 | -4
C=CCN1C(=O)NC(=O)/C(=C\c2ccc(-c3ccccc3[N+](=O)[O-])o2)C1=O | / | 20 | -2 | 5 | 0.7 | 25 | 22
CCOC(=O)c1c(C)[nH]c(C(=O)C(C)N2CCCC2)c1C (stereo unspecified) | / | 1 | 8 | -9 | -3.4 | 5 | 0
COc1ccc(-c2nn(CCC#N)cc2C(=O)O)cc1 | 5 | -2 | -3 | -2 | -1.9 | 5 | 11

Assay outcomes (PubChem)
